Assay outcomes from PubChem.
NPR1 activator – GC-A (human) enzyme activation; HEK293 GC-A cells, cGMP TR-FRET, EC30 ANP; 0% at EC30 ANP, 100% saturating ANP; activation, % at 10 µM; 0.14% of 370,000 active; in the data active = activation above about 40%
Tn6 DDE FP – DD(E)-Tn6 binding inhibition, primary FP screen; P02675; Fibrin DD(E) TRITC-Tn6 fluorescence polarization displacement; inhibition, % at 8.3 µM; 0.21% of 370,000 active; AID 720509;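 active = inhibition above a per-campaign cutoff: mean of compounds within control limits plus 3 SD, cut at about 15% in these data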;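 also: 0% = median of all compound wells on the plate and 100% = blocking peptide control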
ADAM10 inh – ADAM10 inhibition, QFRET primary screen; recombinant ADAM10, EDANS/DABCYL FRET peptide cleavage, 3 h; AID 720582; inhibition, % at 7 µM; 0.62% of 370,000 active;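 active = inhibition above a per-campaign cutoff equal to the mean of compounds falling between control-based bounds plus 3 SD, cut at about 20% in these data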;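 also: 0% = DMSO wells while the 100% control is not disclosed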
ASAP1 inh – inhibitors of human ASAP1 ArfGAP activity; inhibition, % at 16.5 µM; 0.19% of 360,000 active; ASAP1-stimulated ARF1 GTP hydrolysis, GDP FP detection; Q9ULH1; in the data active = inhibition above about 25%;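 also: 0% = vehicle with enzyme and substrate and 100% = no enzyme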
NPR2 activator – GC-B (human) receptor activation. activation, % at 10 µM. HEK293-GC-B cells, CNP EC30, cGMP TR-FRET; 0% at EC30 CNP, 100% saturating CNP. AID 1920062. 0.11% of 370,000 active. P20594;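 active = activation at 10 µM reaching about 35% in either raw or pattern-adjusted values, limit read from the data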
rCAG binder – molecules binding r(CAG) RNA repeats; r(CAG) RNA repeat, TO-PRO-1 dye displacement fluorescence; inhibition, % at 3 µM; 1.3% of 370,000 active;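 active = inhibition above the plate cutoff, the mean of all test compounds on that plate plus 3 SD, cut at about 35% in these data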;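 also: 0% = DMSO alone and 100% = 100 µM mitoxantrone as full dye displacement; higher means more dye released from RNA so lower well fluorescence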
FXN GAA850 act – frataxin GAA850 promoter activation; HEK293 lucGAA850 FXN promoter luciferase reporter, 24 h; percent of 10 µM SAHA response; activation, % at 6 µM; 0.56% of 360,000 active; AID 540364;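 active = activation above the average of all compounds screened plus 3 SD, cutoff fixed separately per campaign, cut at about 7.5% in these data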;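 also: 0% = DMSO wells and 100% = 10 µM SAHA wells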
sPLA2-III inh – Blocks human group III sPLA2 activity. QFRET BODIPY PC-A2 liposome hydrolysis, fluorescence. inhibition, % at 12.2 µM. 0.56% of 370,000 active. Q9NZ20;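 active = inhibition above mean plus 3 SD of compounds lying within the high and low control bounds, cut at about 19% in these data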;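 also: 0% = median of test compound wells and 100% = no enzyme DMSO wells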
Target sequence (Q9NZ20 whole entry, looked up): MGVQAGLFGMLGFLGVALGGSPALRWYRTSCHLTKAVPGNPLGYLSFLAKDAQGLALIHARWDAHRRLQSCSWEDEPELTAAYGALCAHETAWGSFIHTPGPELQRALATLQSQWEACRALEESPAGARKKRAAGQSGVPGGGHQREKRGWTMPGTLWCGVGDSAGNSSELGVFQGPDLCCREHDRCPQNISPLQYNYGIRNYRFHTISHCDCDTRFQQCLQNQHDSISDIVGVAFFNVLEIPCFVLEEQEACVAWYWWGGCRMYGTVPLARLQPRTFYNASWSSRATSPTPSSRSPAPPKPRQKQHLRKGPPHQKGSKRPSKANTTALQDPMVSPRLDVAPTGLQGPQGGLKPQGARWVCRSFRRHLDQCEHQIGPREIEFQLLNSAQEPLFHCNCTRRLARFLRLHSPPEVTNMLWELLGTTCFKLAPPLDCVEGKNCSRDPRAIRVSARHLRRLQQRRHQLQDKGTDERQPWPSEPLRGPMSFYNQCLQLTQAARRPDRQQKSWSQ
proKLK7 act – proKLK7 (human) activation, primary screen | P49862 | purified proKLK7, EDANS-DABCYL substrate fluorescence; 100% is mature enzyme control, 0% vehicle | activation, % at 7 µM | 0.9% of 370,000 active | AID 652039;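 active = activation above the mean of all tested compounds plus 3 SD, computed per campaign excluding outliers beyond control limits, cut at about 13% in these data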
Target sequence (P49862 whole entry, looked up): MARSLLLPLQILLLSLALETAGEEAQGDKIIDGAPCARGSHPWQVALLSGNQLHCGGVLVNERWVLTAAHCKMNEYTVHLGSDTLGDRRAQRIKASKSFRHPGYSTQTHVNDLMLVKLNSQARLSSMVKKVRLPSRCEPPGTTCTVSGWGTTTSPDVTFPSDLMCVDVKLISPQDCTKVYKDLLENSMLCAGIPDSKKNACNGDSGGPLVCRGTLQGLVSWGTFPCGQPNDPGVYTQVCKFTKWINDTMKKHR
ARFGAP1 inhibitor – rat ARFGAP1 inhibition. Q62848. Arfgap1-stimulated ARF1 GTP hydrolysis, GDP FP detection. inhibition, % at 16.5 µM. 0.26% of 360,000 active;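 active = inhibition above a per-plate limit, mean inhibition of low control wells plus 3 SD, cut at about 25% in these data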;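 also: 0% = DMSO wells with enzyme and 100% = wells lacking Arfgap1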
Target sequence (Q62848 1-136 limits assumed): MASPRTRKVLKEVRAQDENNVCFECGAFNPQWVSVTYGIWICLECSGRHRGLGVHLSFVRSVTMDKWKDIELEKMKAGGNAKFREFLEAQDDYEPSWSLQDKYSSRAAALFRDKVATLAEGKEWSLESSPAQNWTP
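Assay system: purified rat His6-Arfgap1 residues 1-136 (GAP domain); Reagent: human Δ17 ARF1 bound to GTP; Dosing: 16.5 µM single point, 1.26% DMSO; Times: GTP hydrolysis reaction 2 h at 25 °C; Signal: FP, GDP Alexa 633 tracer displaced from anti-GDP antibody, 620/688 nm; Measure: % inhibition from polarization.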
An asterisk follows results filed as active; i = inactive; . = not tested or not shown.

SMILES	NPR1 activator	Tn6 DDE FP	ADAM10 inh	ASAP1 inh	NPR2 activator	rCAG binder	FXN GAA850 act	sPLA2-III inh	proKLK7 act	ARFGAP1 inhibitor
Cc1ccc(S(=O)(=O)NC(=NC(C)C(=O)O)c2ccccc2)cc1 (stereo not given)	1	-3	6	2	0	1	-1.9	6	0.4	1
O=C(N/N=C/c1ccco1)Nc1ccccc1	-2	-6	-4	0	6	1	7.2	10	-0.1	-2
C#CCNC(=O)C[C@H]1C[C@@]2(C(=O)OC)C(=C[C@H](C(C)(C)C)O[C@@H]2C)N(CCCCCCCC)C1=O	0	-5	6	14	6	4	.	6	0.4	-11
Cc1ccc(S(=O)(=O)N(C)C)cc1NC(=O)CN1C(=O)NC(Cc2c[nH]c3ccccc23)C1=O (stereo not given)	2	3	-2	-16	1	7	-0.1	-89	0.3	3
CCCNC(=O)c1cc2c(c(-c3cccc(-c4ccc(F)cc4)c3)n1)[C@@H](CCO)N(S(=O)C(C)(C)C)C2 (stereo not given in full)	-1	6	9	2	9	7	.	-18	0.2	-6
CC(C)n1c(NCc2ccccc2O)nc2ccccc21	-11	10	-2	-2	-9	-7	2.0	-6	-1.3	0
CCCc1cc(=O)n2[nH]cnc2n1	-2	0	4	7	2	4	-0.2	4	0.2	-10
CC(C)C(O)(C#CCN1CCCC1)c1ccccc1 (stereo not given)	-1	-7	0	-5	11	-4	-3.0	7	-0.2	-2
COc1ccc(-c2nnc(-c3ccc(Br)o3)o2)cc1OC	1	0	-29	-1	-5	1	3.6	2	0.3	7
O=C1C=C(c2cccc(Br)c2)C[C@@H](c2ccc(F)cc2)C1	6	0	7	-9	4	-1	-1.1	0	0.4	-14
Cc1onc(-c2c(F)cccc2Cl)c1C(=O)N=C(N)N1CC(C)OC(C)C1 (stereo not given)	-1	7	3	4	0	-5	-0.7	0	0.3	4
O=C(Nc1nccs1)c1ccc(COc2ccc(F)cc2)o1	6	2	-3	9	2	1	4.7	0	0.5	-9
Cc1nc2ccccn2c1C(=O)NCCCN1CCOCC1	0	-7	-9	-8	0	-1	-3.2	-3	0.8	-2
C/C(=C1/SC(N2CCOCC2)=NC1=O)c1ccc(Br)cc1	-6	11	6	-4	-7	1	2.4	-3	0.6	10
CC12CCC(C(=O)N(Cc3ccccc3)Cc3ccccc3)(OC1=O)C2(C)C (stereo not given)	-16	-5	9	6	-15	-7	4.7	-5	-0.1	6
CNc1nc(Nc2ccc(C)c(Cl)c2)nc(N)c1[N+](=O)[O-]	-6	-13	12	6	-13	13	18*	-16	-0.8	9
O=C(Nc1cc(C(F)(F)F)ccc1-n1cncn1)c1ccc(F)cc1Cl	-4	0	-32	2	3	0	0.6	1	0.3	-3
Cc1cccc(C(=O)N2CCCCCC2)c1[N+](=O)[O-]	4	-5	2	7	1	0	0.5	1	0.5	11
CC(=O)c1c(N2CCCCC2)nc(=S)n(-c2ccccc2)c1C	-5	-2	-1	-5	-11	1	5.3	-5	0.8	4
Cc1ccc(C)c(S(=O)(=O)N2CCN(C(=O)CCc3c[nH]c4ccccc34)CC2)c1	-2	2	-6	7	-3	3	1.6	-77	0.9	-12
COc1cc(C(=O)COC(=O)CNC(=O)C2CCCCC2)cc(OC)c1OC	0	4	-15	-9	-11	0	-0.1	5	-0.4	3
CCCS(=O)(=O)NC(=O)C1(C)CCCN(C(=O)C2(c3ccc(Cl)cc3)CCCC2)C1 (stereo not given)	0	-1	-4	14	1	3	-2.0	5	0.1	-9
CC1CCCN(S(=O)(=O)c2ccc(NC(=O)CN3CCN(C)CC3)cc2)C1 (stereo not given)	5	-4	-6	3	-3	-1	-1.9	2	-0.6	-6
CC(=O)NC(C)(c1ccccc1)c1nc(-c2ccc(F)c(Cl)c2)cs1 (stereo not given)	-3	0	9	7	-1	3	2.3	-19	-0.7	8
C=C(C)COc1ccc2c(C)c(CCC(=O)N3C[C@H]4C[C@@H](C3)c3cccc(=O)n3C4)c(=O)oc2c1	7	8	i	6	-4	-8	0.2	2	1.2	-4
CCc1ccn2cc(-c3cc(-c4ccccc4)no3)nc2c1	1	-6	-31	-11	-4	-1	-11	0	-0.4	7
COC(=O)c1ccc(COC(=O)CNS(=O)(=O)c2ccc(C)cc2)cc1	0	-10	8	-5	-3	-1	4.8	-13	0.0	3
Fc1ccc(Oc2ccc3nnc(C(F)(F)F)n3n2)cc1	-5	2	2	-6	2	-2	0.1	5	-0.7	4
CC(OC(=O)C1CCN(S(=O)(=O)c2ccc3c(c2)OCCO3)CC1)C(=O)N(C)c1ccccc1 (stereo not given)	3	1	5	-12	-3	3	-0.8	-11	0.0	-14
CCCc1nc2n[nH]c(N)c2c2c1CCC2	0	10	0	-2	4	-3	6.1	-3	-0.1	-15
COc1ccc(-c2nnc(SC(=O)N3c4ccccc4Sc4ccccc43)o2)cc1	3	-12	-13	8	-5	6	-6.5	4	-0.5	-3
COc1ccc([C@@]2(C(C)C)ON(c3ccccc3C(F)(F)F)C2=O)cc1	-1	-3	9	-8	-4	-6	-2.2	-5	0.1	8
COCCN1C(=O)CCC1(C)C(=O)Nc1ccc2ccccc2c1 (stereo not given)	-2	-5	-14	2	0	1	.	2	0.1	9
CC(C)(C)OC(=O)N1CCC(c2c(C(=O)NCC3CCN(C4CCCC4)C3)cnn2-c2cccc(Cl)c2)CC1 (stereo not given)	1	-4	-3	-15	0	-5	0.7	-31	0.6	0
O=S(=O)(ON(c1ccccc1)S(=O)(=O)c1ccccc1)c1ccccc1	1	5	-4	-7	5	11	0.6	-12	-0.5	-2
COc1ccc(NC(=O)Nc2cccc(NC(C)=O)c2)c(OC)c1	1	3	8	-2	0	3	-2.0	-5	-0.5	-8
CN(C)S(=O)(=O)c1cccc(-c2nn(-c3ccccc3)cc2/C=C2\SC(=S)NC2=O)c1	-3	5	12	10	-1	69*	4.7	-14	0.5	-8
COc1cc(/C=C/C(=O)OC(C)C(=O)Nc2c(C)n(C)n(-c3ccccc3)c2=O)ccc1O (stereo not given)	-2	0	-95	2	0	-2	1.4	12	0.4	11
C/C(N)=N\S(=O)(=O)c1ccc(Cl)cc1	-1	-4	-6	-11	3	-5	0.4	14	0.0	8
CCCNC(=O)c1csc2c1CCCCC2	1	1	-11	9	3	-1	2.4	1	0.6	9
CC(C)(C)c1ccc(C(=O)NC(=S)Nc2nc3c(s2)CCCC3)cc1	-5	-9	1	-5	5	2	-7.4	-3	0.5	9
Cc1ccc(NC(=O)COc2cccc3c2OC(C)(C)C3)c(O)c1	-4	-1	-14	1	2	0	-0.7	-33	-0.5	-1
CSc1nnc(C)c(=O)n1COC(=O)c1ccc([N+](=O)[O-])cc1	-3	2	-6	-5	2	1	0.3	-1	0.3	-2
CCC(C)Nc1nc(OC(C(F)(F)F)C(F)(F)F)nc(OC(C(F)(F)F)C(F)(F)F)n1 (stereo not given)	5	-5	3	-6	-2	2	1.0	2	0.4	-15
COc1ccc(CN(C)CC(=O)NC(C)c2ccccc2)c(OC)c1 (stereo not given)	-10	0	-8	-2	2	-6	0.6	1	0.2	5
COc1ccc(N2CCN(CCCNC(=O)Cn3c(=O)c4cccn4c4c(C)ccnc43)CC2)cc1	-5	-2	9	.	-13	.	.	2	.	.
Oc1ccc(Br)cc1Cn1nnc2ccccc21	-23	-5	-9	9	-17	2	2.0	-30	-0.4	11
CN(Cc1ccccc1)S(=O)(=O)c1ccc(NC(=O)C2CCCCC2C(=O)O)cc1 (stereo not given)	-1	-1	-16	-10	-1	30	1.6	1	-0.3	-6
O=C(Nc1ccc(O)c(-c2nc3ccccc3o2)c1)C1(c2ccc([N+](=O)[O-])cc2)CCCC1	-4	0	4	2	6	9	-1.1	-2	-0.8	9
CCOC(=O)c1ccccc1OCc1cc(/C=N/n2cnnc2)ccc1OC	-1	1	-1	-2	-6	0	0.9	-8	-0.3	6
(more compounds)
SMILES	NPR1 activator	Tn6 DDE FP	ADAM10 inh	ASAP1 inh	NPR2 activator	rCAG binder	FXN GAA850 act	sPLA2-III inh	proKLK7 act	ARFGAP1 inhibitor
c1ccc(CCNc2cc(-c3ccc4ccccc4c3)nc3ccnn23)nc1	1	4	-147	-7	4	2	0.2	-4	-7.2	2
CC12CCC(=O)N1C(C(=O)Nc1nc(-c3ccccc3Cl)cs1)CS2 (stereo not given)	21	-8	-7	2	2	3	3.4	-24	0.1	11
N#C/C(=C\c1ccc(N2CCOCC2)o1)C(=O)NCCc1ccccc1	-5	-4	7	15	2	-22	1.7	-9	0.6	-1
Cc1cc(C)c2c(=O)[nH]c(SCC(=O)c3ccc(F)c(C)c3)nc2n1	-3	-8	-5	-16	-6	4	2.6	-1	-0.4	-1
Cc1nn(C(=O)CN2C(=O)c3ccccc3C2=O)c(C)c1Br	7	-1	-7	-6	0	1	0.9	-1	0.2	-3
CC(=O)Nc1ccc(S(=O)(=O)NCc2ccc3[nH]c(C)cc3c2)cc1	2	-6	-4	1	-2	20	-1.5	-11	-0.7	9
COc1ccc(OC)c(/C=N/N(C)c2ccccc2)c1	1	4	11	-4	-6	2	7.9*	4	-0.3	-11
